# Screens from PubChem BioAssay.
# Eya2 phos inh: blocks the phosphatase activity of human Eya2. 330,000 compounds, 0.006% hits. O00167. recombinant Eya2, OMFP fluorescence dephosphorylation (OMFP is methylfluorescein phosphate). Potency, µM (highest dose often 76.9 µM), for the others: top-dose activity, negative = inhibition, usual class: inhibitors; note: potency is the fitted concentration of half-maximal effect; % is set by controls: 0 for no effect and ±100 for the full control effect
#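 Eya2 protein (added as 0.2 uM solution) was preincubated with compound for 10 min at ambient temperature in 50 mM HEPES pH 7.5, 50 mM NaCl, 5 uM MgCl2, 0.05% BSA, 1 mM DTT. OMFP (added at 50 uM) then reacted 10 min; fluorescence read at 485/525 nm.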
# B2AR arrestin: agonists driving beta-arrestin recruitment to human beta2-adrenergic receptor; P07550; beta-arrestin recruitment to beta2AR, cell-based reporter; Potency, µM (titrated, usually from 46.1 µM), for the others: top-dose activation, usual class: activators; 330,000 compounds, 0.02% hits;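 note: potency is the fitted concentration of half-maximal effect; 0% = DMSO controls and full agonism = EC100 isoproterenol or metaproterenol; nearly all actives have a fitted effect of over 65% in size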
# uPA generation: inhibitors of cell surface uPA generation | AID 540303 | 330,000 compounds, 0.31% hits | Potency, µM (series often up to 38.3 µM), for the others: at the highest dose activity change, negative = inhibition, hits mostly inhibitors | cell surface uPA generation assay, qHTS; active = well fitted inhibition curve with a large enough effect; inconclusive = small, poorly fitted or top-dose-only effect; inactive = no such curve, though single readings can be large or run the other way; tested in mouse RAW 264.7 cells; note: potency is the fitted concentration of half-maximal effect; % is set by controls: 0 for no effect and ±100 for the full control effect; nearly all actives have a fitted effect of over 55% in size
# Mito fusion yeast: mitochondrial division inhibition or fusion activation; Potency, µM (highest dose often 46.1 µM), inactives show at the highest dose growth rescue (activation), actives largely listed as activators; S. cerevisiae fusion-defective mutant growth rescue, CellTiterGlo 48 h; 320,000 compounds, 0.23% hits; AID 485298;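 note: potency is the fitted concentration of half-maximal effect; % of control where 0% means no effect; nearly all actives have a fitted effect of over 45% in size; temperature-sensitive fusion mutants such as fzo1-1 at 37 °C on non-fermentable ethanol glycerol medium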
#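 Yeast fusion mutant, YPEG (non-fermentable carbon), compound, 48 h at 37C non-permissive; CellTiterGlo added, 10 min RT, luminescence read. Rescued growth = division inhibition.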
# USP2a inh: USP2a (human) protease inhibition; O75604; USP2 core, Ub-CHOP2 coupled fluorogenic reporter, 485/531; Potency, µM (series often up to 38.3 µM), without a hit: at the highest dose activity change, negative = inhibition, most hits filed as inhibitors; 330,000 compounds, 0.01% hits;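 note: potency is the fitted concentration of half-maximal effect; plate controls were DMSO wells for no effect and full inhibition by NEM control for full effect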
# Target sequence (O75604 whole entry, looked up): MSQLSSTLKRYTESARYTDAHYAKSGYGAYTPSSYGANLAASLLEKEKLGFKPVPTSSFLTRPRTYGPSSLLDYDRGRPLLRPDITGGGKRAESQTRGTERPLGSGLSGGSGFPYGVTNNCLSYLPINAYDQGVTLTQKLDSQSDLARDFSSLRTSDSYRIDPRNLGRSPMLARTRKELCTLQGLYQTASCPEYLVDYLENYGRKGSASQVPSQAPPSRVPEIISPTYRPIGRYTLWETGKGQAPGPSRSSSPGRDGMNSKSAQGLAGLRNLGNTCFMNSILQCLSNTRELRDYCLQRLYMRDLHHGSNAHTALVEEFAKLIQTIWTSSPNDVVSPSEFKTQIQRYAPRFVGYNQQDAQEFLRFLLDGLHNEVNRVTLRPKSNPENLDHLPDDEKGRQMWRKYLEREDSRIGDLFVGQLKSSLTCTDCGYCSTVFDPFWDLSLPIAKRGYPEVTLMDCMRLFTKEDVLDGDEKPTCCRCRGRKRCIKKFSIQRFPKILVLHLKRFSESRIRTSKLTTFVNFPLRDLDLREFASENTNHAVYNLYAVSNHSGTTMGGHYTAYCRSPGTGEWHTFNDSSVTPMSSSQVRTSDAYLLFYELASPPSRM
#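 USP2 core (10nM final) preincubated 30min RT with compound in 20mM Tris-HCl pH 8.0, 2mM CaCl2, 2mM beta-mercaptoethanol, 0.05% CHAPS; 25nM Ub-CHOP2 plus 25nM reporter substrate added, fluorescence (Ex485/Em531) read after 60min.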
# TCR act: T cell receptor activation; primary human leukocytes, anti-CD3, IL-2 HTRF, 48 h; Potency, µM (series often up to 9.22 µM), for the others: at the highest dose activation of IL-2 secretion, most hits filed as activators; 330,000 tested, under 10 active; AID 504894; note: % of control where 0% means no effect
#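 HTRF read-out of IL-2 secretion: europium cryptate donor excited at 320nm, d2 acceptor emission at 665nm. Cells were primary human leukocytes incubated 48 hr with compounds and a-CD3 beads, supplying TCR signal only.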
# BCR signal inh: blocks chronic active B-cell receptor signaling; ABC-DLBCL IkBa-CBG/CBR reporter, luminescence ratio, 4 h; Potency, µM (series often up to 46.1 µM), for inactives: at the highest dose ratio change, negative = lower green/red ratio, usual class: inhibitors; 340,000 compounds, 0.05% hits; AID 493014; active = well fitted inhibition curve with a large enough effect in the signal ratio, with a control signal flat, not every such curve was filed as active; inconclusive = small, poorly fitted or top-dose-only effect, or effect the other way, or a change in a side signal; the % refers to the signal ratio;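 note: potency is the fitted concentration of half-maximal effect; plate controls were basal doxycycline-induced cells for no effect and cells given 10 µM MG132 for full effect; MG132 reads +100%, hits lower the ratio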
#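 Cell line TMD8 (human ABC DLBCL), stably expressing tet-inducible CBG68-IkBa fusion and CBR; IMDM/0.5% FBS; cpd up to 46 uM; dox induction, 4 h, 37C/5% CO2; dual luminescence; green/red ratio; MG132 control.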
# ELG1 repair inh: inhibitors of ELG1-dependent DNA repair in HEK293T cells | HEK293T ELG1-luciferase reporter, luminescence, 16 h; DNA damage induced by 5-fluorouridine | Potency, µM (doses to about 46.1 µM), for the others: at the highest dose activity change, negative = inhibition, usual class: inhibitors | 330,000 compounds, 2.3% hits; note: potency is the fitted concentration of half-maximal effect; % is set by controls: 0 for no effect and ±100 for the full control effect; nearly all actives have a fitted effect of over 55% in size
#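 In this reporter screen, reduction of luminescence relative to DMSO vehicle indicated activity. Compounds and 5-fluorouridine were added together to 2,000 cells per well, incubated for 16 hr at 37 °C, then developed with ONE-Glo.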
# Tb PFK block: inhibitors of T. brucei phosphofructokinase | O15648 | T. brucei PFK, ADP-Glo luminescence | Potency, µM (titrated, usually from 57.5 µM), for inactives: at the highest dose activity, negative = inhibition, usual class: inhibitors | 330,000 compounds, 0.17% hits;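 note: potency is the fitted concentration of half-maximal effect; 0% = uninhibited 1x PFK enzyme wells and -100% = no-enzyme wells; nearly all actives have a fitted effect of over 60% in size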
# Target sequence (O15648 whole entry, looked up): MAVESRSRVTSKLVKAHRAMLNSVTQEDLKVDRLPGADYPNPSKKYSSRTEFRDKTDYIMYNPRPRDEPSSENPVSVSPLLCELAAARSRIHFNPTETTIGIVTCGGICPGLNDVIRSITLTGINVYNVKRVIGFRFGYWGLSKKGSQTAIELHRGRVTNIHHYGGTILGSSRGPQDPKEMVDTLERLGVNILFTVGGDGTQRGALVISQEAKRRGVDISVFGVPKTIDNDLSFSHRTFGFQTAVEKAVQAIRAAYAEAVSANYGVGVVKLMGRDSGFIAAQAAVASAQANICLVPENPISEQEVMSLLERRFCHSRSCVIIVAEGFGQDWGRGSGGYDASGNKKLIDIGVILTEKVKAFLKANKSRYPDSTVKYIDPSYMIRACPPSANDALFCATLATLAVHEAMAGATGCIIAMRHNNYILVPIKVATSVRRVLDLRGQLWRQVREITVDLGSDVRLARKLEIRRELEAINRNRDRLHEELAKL
#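 PFK 1.25 nM, F6P 0.5 mM, ATP 0.1 mM, 0.1 M TEA pH 8.0, 5 mM MgCl2, 0.01% Tween20, 0.1% BSA; 45 min RT. ADP-Glo readout. qHTS titration up to 57 uM; curves fitted, compounds curve-classed.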
# TSHR antagonist: human thyrotropin receptor antagonism; 330,000 compounds, 0.2% hits; P16473; TSHR-expressing cells, TSH-stimulated cAMP HTRF, 2 h; active compounds read low; activity change, negative = inhibition, % at 11.5 µM;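 active = activity change below a set negative limit, meaning inhibition stronger than a set level, cut at about -70% in these data; inconclusive = activity change between two set negative limits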; note: % is set by controls: 0 for no effect and ±100 for the full control effect
#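 TSHR-expressing cells were treated with compounds, then stimulated with TSH at EC80 (4nM final) for 2 hours at 37 deg C. Cellular cAMP was measured by HTRF competition between lysate cAMP and cAMP-d2 for a cryptate-labelled anti-cAMP antibody.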
# TSG101-PTAP inh: blocks PTAP/TSG101 interaction to inhibit HIV-1 budding; Q99816; Fluorescence polarization, FITC-PTAP peptide / Tsg101 binding; Potency, µM (highest dose often 115 µM), for inactives: at the highest dose activity change, negative = inhibition, hits mostly inhibitors; 340,000 tested, under 10 active; active = well fitted inhibition curve with a large enough effect in the main read-out, with a control signal flat, not every such curve was filed as active; inconclusive = small, poorly fitted or top-dose-only effect, or effect the other way, or a change in a side signal; inactive = no such curve, though single readings can be large or run the other way; note: potency is the fitted concentration of half-maximal effect; % of control where 0% means no effect
#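 Steps: Tsg101 binding domain dispensed (10 uM final), compounds pinned in DMSO, FITC-labeled PTAP-motif peptide added (50 nM final); after 20 min binding at room temperature, polarization measured.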
# * hit, by the source's call; ? = inconclusive; nt = not tested or not shown; [ ] = remark or other dose. Unless noted, calls come from the whole dose curve; as a rule, active = well fitted curve in the direction sought with a large enough effect; inconclusive = small, poorly fitted or top-dose-only effect, or another doubt; inactive = no such curve, though single readings can be large; an effect the other way counts as inactive or inconclusive.
SMILES,Eya2 phos inh,B2AR arrestin,uPA generation,Mito fusion yeast,USP2a inh,TCR act,BCR signal inh,ELG1 repair inh,Tb PFK block,TSHR antagonist,TSG101-PTAP inh
CC(OC(=O)c1ccccc1C(=O)N(C)C1CCCCC1)C(=O)NC1(C#N)CCCCC1 (configuration not stated),0%,0.2%,-9%,2%,5%,-10%,0%,12%,-2%,11,-8%
COc1ccc(CCNC(=O)Cn2nnc(C(=O)Nc3cc(C)ccc3C)c2N)cc1OC,7%,-0.1%,-3%,3%,-1%,-4%,0%,-18%,-5%,-18,-2%
O=C(Oc1ccc(F)cc1)c1ccc2c(=O)n3c(nc2c1)CCC3,-29%,-0.2%,2%,14%,0%,3%,4%,16%,2%,-12,0%
CCOC(=O)c1c(C)[nH]c(C(=O)OCCOc2ccccc2C)c1C,1%,0.1%,1%,11%,1%,0%[46.1 µM],?,?,-3%,-12,-9%
CCOC(=O)c1[nH]c2ccc(OCC)cc2c1NC(=O)CN1CCN(c2ccccn2)CC1,-15%,-0.4%,-8%,5%,-1%,2%,-3%,?,-1%,9,-8%
CN1CCN(c2ccccc2NC(=O)c2sc3ccccc3c2Cl)CC1,6%,-0.2%,0%,5%,-5%,-1%,1%,?,1%,0,1%
O=C(O)CCNC(=O)c1ccc(NC(=O)Cc2ccc(Cl)cc2)cc1,9%,-0.1%,2%,2%,8%,-4%,-17%,-5%,?,-7,-7%
COc1ccccc1-c1nc(SCC(=O)NCC2CCCO2)c2c(=O)n(C)c(=O)n(C)c2n1 (configuration not stated),19%,0.0%,nt,4%,2%,nt,13%,-19%,-2%,-2,nt
COc1cc(NC(=O)c2cc(-c3ccco3)on2)cc(OC)c1OC,-14%,-0.2%,-2%,6%,1%,-3%,-1%,0%,0%,-8,-3%
Cc1cc(CN(C)C(=O)c2cc(COc3ccc4ncccc4c3)on2)on1,-9%,-0.6%,-4%,-3%,3%,3%,?,?,3%,-22,-6%
CCOC(=O)C1=CC[C@H]2c3c(c4ccccc4n3C)C(=O)C1N2C(=O)OC(C)(C)C,8%,-0.8%,5%,7%,-1%,8%,-1%,?,-1%,15,-4%
CC(=O)c1c(C)[nH]c(C(=O)OCC(=O)c2ccc3c(c2)NC(=O)CO3)c1C,8%,-0.6%,0%,nt,4%,nt,?,0%,4%,-6,1%
O=Cc1[nH]c2ccccc2c1N(C(=O)CCl)c1ccc([N+](=O)[O-])cc1,0%,0.8%,1%,2%,-1%,2%,?,-7%,0%,-30,1%
CCOC(=O)C1=C(c2ccccc2)NC(=O)NC1c1cc(OC)c(O)c([N+](=O)[O-])c1 (configuration not stated),-14%,-0.6%,25%,0%,0%,1%,8%,?,-1%,-10,-3%
COc1ccc(C2C(C(=O)N3CCN(c4ccccn4)CC3)CC(=O)N2c2ccc(OC)cc2)cc1 (configuration not stated),9%,-0.7%,-3%,-2%,-1%,6%,-1%,?,-7%,6,-7%
COC(=O)c1ccc(COC(=O)CCNS(=O)(=O)c2ccc(C)c(C)c2)cc1,14%,0.2%,1%,17%,1%,2%,0%,-2%,-9%,-3,-2%
CCN(CC)S(=O)(=O)c1ccc(NC(=O)CSc2ncnc3ccccc23)cc1,-1%,-0.7%,-10%,28%,-1%,-8%[46.1 µM],?,-26%,-2%,-3,0%
CCOC(=O)CC1=C(C#N)C(c2cccnc2)C(C(=O)OCC)=C(N)O1 (configuration not stated),9%,0.1%,-5%,-1%,5%,3%,-14%,17%,-4%,-4,-3%
Cc1ccc(OCCCC(=O)NCc2ccco2)c(C)c1,-4%,0.0%,nt,-1%,3%,nt,4%,-3%,-9%,9,nt
Cc1ccc(NC(=O)c2nc[nH]c2C(=O)NCCCCNC(=O)c2[nH]cnc2C(=O)Nc2ccc(C)cc2)cc1,8%,0.1%,15%,nt,9%,-3%,?,0.73µM*,5%,-7,-5%
O=C(c1ccccn1)N1CCN(S(=O)(=O)c2ccccc2)CC1,-2%,0.2%,-1%,-8%,2%,4%,-4%,-3%,6%,2,-3%
Cc1cccc(C)c1NC(=S)N(CCCN1CCOCC1)Cc1cccnc1,1%,0.1%,1%,3%,1%,1%,13%,1%,-2%,-4,0%
CCOc1ccc(Cn2cc(F)c(=O)[nH]c2=O)cc1,10%,-0.8%,4%,2%,0%,2%,-1%,0%,-4%,3,-1%
CCCCc1ccc(NC(=S)N2CCCC(C)C2)cc1 (configuration not stated),-1%,0.0%,4%,0%,-1%,0%,-3%,?,-5%,-14,0%
CC(=O)c1c(C)[nH]c(C2=NNC(=NC(C)(C)C)SC2)c1C,7%,0.0%,0%,-1%,2%,-3%,?,?,-13%,16,-3%
CCOc1ccccc1C(=O)NCC(=O)OCCOc1cccc(Cl)c1,3%,0.2%,4%,1%,0%,2%,3%,1%,-10%,0,-3%
COc1ccc(CCN2C(=O)CC(C(N)=O)SC2=Nc2ccccc2)cc1OC (configuration not stated),-12%,-0.3%,-1%,-2%,1%,3%,0%,1%,?,26,-3%
O=C(CN1C(=O)NC2(CCCc3ccccc32)C1=O)Nc1ccccc1OC(F)F (configuration not stated),9%,0.4%,8%,3%,-2%,0%,0%,5%,2%,-11,-3%
Cc1ccnc(NC(=O)CNC(=O)c2cccs2)c1,29%,-0.2%,6%,0%,0%,8%,6%,8%,-2%,-1,-4%
O=C(Cn1nnc(-c2ccc(S(=O)(=O)N3CCCC3)cc2)n1)NCC1CCCO1 (configuration not stated),-13%,-0.8%,4%,1%,0%,nt,-16%,19%,1%,11,-4%
Cc1cc(C)c(O)c(-c2cc(C(=O)Nc3ccc(S(=O)(=O)N4CCOCC4)cc3)[nH]n2)c1,-16%,-0.1%,-12%,11%,-14%,-3%,?,21µM*,5%,-15,-8%
COCCCN(C(=O)c1ccc(N2CCCC2=O)cc1)c1c(N)n(Cc2ccccc2)c(=O)[nH]c1=O,-19%,-0.4%,10%,1%,1%,-1%,-10%,6%,-4%,12,0%
CC(C)N(Cc1nc(-c2ccc(Cl)cc2)no1)Cc1nccn1C,-5%,-0.1%,-3%,-11%,1%,-3%,0%,-25%,0%,-14,-8%
CCOC(=O)c1[nH]c2ccccc2c1NC(=O)C(CC)CC,-6%,0.1%,-14%,3%,3%,3%,4%,-3%,2%,-16,47%[activator]
Cc1cc(=O)n(CC=C(Cl)Cl)c2ccccc12,2%,-0.6%,7%,2%,3%,nt,?,16%,1%,-12,-4%
Cc1cc(Cl)c(S(=O)(=O)N2CCCC2)cc1OCC(N)=O,-6%,-0.1%,nt,-1%,1%,-1%,3%,12%,4%,4,0%
Cc1ccc(SCc2nc(N)nc(Nc3ccccc3C)n2)cc1C,-13%,0.3%,13%,25%,1%,0%[46.1 µM],?,14%,-6%,-17,1%
C=CCNC(=S)/N=c1/ccccn1CC,7%,0.3%,1%,6%,2%,-1%,-5%,?,-7%,10,-1%
CN(C)CCCNC(=O)C1(O)c2cc(Br)ccc2NC(=O)N1c1c(F)cccc1F (configuration not stated),-2%,0.2%,-2%,2%,7%,3%,4%,8%,1%,14,0%
S=C(N/N=C/c1ccc(Cl)c(Cl)c1)Nc1ccccc1Cl,-3%,?,7%,-6%,1%,2%,?,?,-3%,2,-6%
COc1cc(C2NC(=O)CCC2[N+](=O)[O-])c(OC)cc1Br (configuration not stated),0%,-0.5%,5%,1%,3%,-1%,1%,7%,-1%,1,-5%
C/C(=N\NC(=O)c1c(Br)cnn1C)c1ccc(NC(=O)c2ccc(F)cc2)cc1,2%,0.1%,-7%,-6%,-2%,-1%,3%,?,?,-5,-5%
O=C1Nc2ccccc2C(=O)N2[C@H](c3cccc(Br)c3)[C@@H]3C(=O)N(Cc4ccccc4)C(=O)[C@@H]3[C@H]12,9%,0.0%,20%,2%,1%,1%,1%,-5%,-5%,-7,-8%
CC1=C(C#N)CCC(=O)N1Cc1c(F)cccc1Cl,?,0.2%,-4%,-3%,8%,2%,0%,3%,7%,-6,0%

# Compounds as they come. Share with any hit: about 3%.
